D2 antag = HTS Assay for Allosteric Antagonists of the Human D2 Dopamine Receptor: Primary Screen for Antagonists; D(2) dopamine receptor (Homo sapiens), P14416; HEK293 TREx D2 cells, calcium flux, dopamine EC80; inhibition, % at 10 µM; 2% of 340,000 active; AID 485344, 2010; in the data active means inhibition above about 30%; further: 0% is about no effect
Target sequence (P14416 whole entry, looked up): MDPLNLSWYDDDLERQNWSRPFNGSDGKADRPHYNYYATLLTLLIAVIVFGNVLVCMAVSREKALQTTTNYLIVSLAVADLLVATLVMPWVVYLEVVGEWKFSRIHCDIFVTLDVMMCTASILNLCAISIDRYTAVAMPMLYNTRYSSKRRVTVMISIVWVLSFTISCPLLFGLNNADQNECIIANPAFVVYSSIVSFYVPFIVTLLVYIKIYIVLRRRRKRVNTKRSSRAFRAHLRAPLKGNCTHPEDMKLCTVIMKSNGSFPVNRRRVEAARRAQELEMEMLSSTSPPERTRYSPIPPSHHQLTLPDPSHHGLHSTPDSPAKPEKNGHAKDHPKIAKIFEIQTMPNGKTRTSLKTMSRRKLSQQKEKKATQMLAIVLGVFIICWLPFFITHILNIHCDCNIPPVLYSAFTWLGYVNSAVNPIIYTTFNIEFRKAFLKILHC
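Read-out: kinetic calcium fluorescence (1 cycle/s) in inducible HEK293 T-REx D2 cells after an EC80 dopamine addition that followed 180 s compound preincubation. Loss of the dopamine response indicates antagonism.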
LDHA inh = qHTS assay for inhibitors of human lactate dehydrogenase; L-lactate dehydrogenase A chain (Homo sapiens), P00338; purified LDHA, NADH/diaphorase-resazurin fluorescence; stronger effect = lower value; activity change, % (values are at about 110 or 230 µM); 0.15% of 480,000 active; AID 1347041, 2019; in the data active means activity change below about -30%; inconclusive means mostly about -25% to -30%;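 further: plate controls were DMSO wells for no effect and wells without enzyme for full effect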
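Human LDH5 at 2 nM final in Tris HCl pH 7.4 with 0.06 mM NADH and 0.2 mM pyruvate, reacted 5 minutes at room temperature. Remaining NADH coupled via diaphorase/resazurin; resorufin fluorescence read at 0 and 20 minutes, normalized to enzyme-free and DMSO wells.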
GRP78 ERSR act = qHTS for Inducers of the Endoplasmic Reticulum Stress Response (ERSR) in Human Glioma: qHTS; U87-MG GRP78 promoter luciferase reporter, 16 h; Potency, µM, for the others: at the top dose activation, usual class: activators; 0.02% of 420,000 active; further: potency means the concentration at half of the fitted maximal effect; series mostly up to about 76 µM; % of control where 0% means no effect; nearly all actives have a fitted effect of over 35% in size
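Stably transfected U87-MG human glioma cells carrying a GRP78-based luminescent sensor were seeded at 1000 cells/well, pin-dosed with compounds and incubated 16 h. Luciferase reagent was then added, and end-point luminescence was read after 10 min at room temperature.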
RGS4 inhibitor = Inhibitors of Regulator of G Protein Signaling (RGS) 4: qHTS; Regulator of G-protein signaling 4 (Homo sapiens), P49798; Potency, µM (top dose mostly 114 µM), without a hit: at the top dose activity change, negative = inhibition, most hits filed as inhibitors; Transcreener GDP fluorescence polarization, RGS4-accelerated GTP hydrolysis; 0.039% of 390,000 active; further: potency means the concentration at half of the fitted maximal effect; on the % scale 0 is the no-effect control and ±100 the full control effect; nearly all actives have a fitted effect of over 75% in size; some results filed as inactive show a strong effect at the top dose
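MLSMR compounds (23 nl, pin-transferred) preincubated 10 min at room temperature with a 500nM (2x) first reagent, then RGS4 at 900nM (2x) plus Transcreener GDP mix added; fluorescence polarization (620/688 nm) read before and after 90 min at 30 °C.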
Vif-APOBEC3F blk = qHTS for Inhibitors of Vif-A3F Interactions: qHTS; Potency, µM (series often up to 46.1 µM), inactives show at the highest dose activity, negative = active; HeLa A3F-eYFP + Vif (tagged APOBEC3F with the HIV-1 protein that degrades it), YFP fluorescence increase; 0.2% of 390,000 active; AID 602313, 2012; further: potency means the concentration at half of the fitted maximal effect; % of control where 0% means no effect; nearly all actives have a fitted effect of over 65% in size
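HeLa cells stably expressing A3F-eYFP plus Vif, plated and incubated overnight at 37 deg C, then exposed to compounds overnight at 37 deg C. Blocked degradation read as raised yellow fluorescence (Ex 488/Em 500-530).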
Vif-APOBEC3G blk = qHTS for Inhibitors of Vif-A3G Interactions: qHTS. HeLa A3G-eYFP + Vif (tagged APOBEC3G with the HIV-1 protein that degrades it), YFP fluorescence, overnight. Potency, µM (top dose mostly 46.1 µM), for the others: top-dose activity, negative = active, actives largely listed as inhibitors. 0.076% of 410,000 active. AID 602310, 2012;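 further: potency means the concentration at half of the fitted maximal effect; on the % scale 0 is the no-effect control and ±100 the full control effect; nearly all actives have a fitted effect of over 60% in size; hits raise eYFP signal because A3G escapes Vif-driven loss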
Target sequence (Q9HC16 whole entry, looked up): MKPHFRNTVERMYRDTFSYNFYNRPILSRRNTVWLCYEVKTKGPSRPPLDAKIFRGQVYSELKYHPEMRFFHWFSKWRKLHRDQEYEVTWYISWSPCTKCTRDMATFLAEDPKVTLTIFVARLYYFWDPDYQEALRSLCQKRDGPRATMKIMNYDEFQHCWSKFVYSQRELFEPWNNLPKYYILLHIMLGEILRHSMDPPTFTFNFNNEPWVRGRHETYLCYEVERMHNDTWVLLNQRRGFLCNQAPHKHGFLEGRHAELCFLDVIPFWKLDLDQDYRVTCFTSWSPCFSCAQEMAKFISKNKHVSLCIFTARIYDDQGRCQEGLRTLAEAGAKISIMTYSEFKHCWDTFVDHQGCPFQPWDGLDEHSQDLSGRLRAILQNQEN
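Read-out is eYFP fluorescence (Ex 488/Em 500-530) from Vif-expressing HeLa A3G-eYFP cells; more signal means A3G escaped Vif-mediated degradation. Cells plated overnight, compound pinned in, incubated overnight at 37 deg C.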
ALOX12 inh = Primary qHTS assay for inhibitors of human arachidonate 12S-lipoxygenase (ALOX12): Round 2; purified 12hLO, xylenol orange hydroperoxide absorbance; Potency, µM (doses to about 108 µM), for the others: at the highest dose activity change, negative = inhibition, hits mostly inhibitors; 1.1% of 580,000 active; Polyunsaturated fatty acid lipoxygenase ALOX12 (Homo sapiens), P18054; AID 1671190, 2021; further: potency means the concentration at half of the fitted maximal effect; on the % scale 0 is the no-effect control and ±100 the full control effect
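Purified human 12hLO (150 nM final) in 25 mM Hepes, 0.01% Triton X-100, pH 7.0 was preincubated 15 min at room temperature with compound. Then 40 uM arachidonic acid was added, 30 min. Hydroperoxide was read by Fe-XO absorbance ratio 573/405 nm.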
D2 ag = HTS Assay for Allosteric Agonists of the Human D2 Dopamine Receptor: Primary Screen for Agonists; 0.53% of 340,000 active; activation, % at 2 µM; D(2) dopamine receptor (Homo sapiens), P14416; AID 485358, 2010; HEK293 T-REx D2 cells, calcium flux agonist mode;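 active means activation over 3 SD above normal in the single-dose calcium agonist read, cut at about 30% in these data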; further: 0% is about no effect
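Agonism is scored from calcium flux in a force-coupled, inducible HEK293 cell line expressing D2, read kinetically for 180 s after compound addition against dopamine controls.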
ERG-DNA inh = qHTS for Small Molecule Inhibitors of the ERG Ets/DNA interaction; Transcriptional regulator ERG (Homo sapiens), P11308; fluorescence polarization, His-ERG Ets domain / labelled DNA; Potency, µM (doses to about 76.9 µM), inactives show at the highest dose FP activity, negative = inhibition, actives largely listed as inhibitors; 0.028% of 370,000 active; AID 624246, 2012; active means well fitted inhibition curve with a large enough effect in the polarisation, with a control signal flat; inconclusive means small, poorly fitted or top-dose-only effect, or effect the other way, or a change in a side signal; inactive means no such curve, though single readings can be large or run the other way; the % refers to the polarisation;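 further: polarization taken with two DNA probes labelled with fluorescein and Texas red; potency means the concentration at half of the fitted maximal effect; % of control where 0% means no effect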
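His-tagged ERG Ets domain (1 uM in the protein solution; 300mM KCl, 50mM Tris-HCl, 1mM EDTA, 1mM DTT, pH 7.5) received compound, then a probe mix of 5 nM fluorescein-DNA and 100nM Texas-615-DNA. Fluorescence polarization was read for both dyes.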
Numbers without * were called inactive; ? = inconclusive; nt = no result given; & = joins results of further samples; [ ] = another dose, or the depositor's remark. Unless noted, the call rests on the fitted dose curve; in most records, active means well fitted curve in the direction sought with a large enough effect; inconclusive means small, poorly fitted or top-dose-only effect, or another doubt; inactive means no such curve, though single readings can be large; an effect the other way counts as inactive or inconclusive.

mol	D2 antag	LDHA inh	GRP78 ERSR act	RGS4 inhibitor	Vif-APOBEC3F blk	Vif-APOBEC3G blk	ALOX12 inh	D2 ag	ERG-DNA inh
CCn1c(=O)c2c(nc3n2CC(C)CN3CCc2ccccc2)n(C)c1=O (configuration not stated)	-2	-13	-4%	34%	nt	3%	-28%	5.5	8%
Cc1ccc2[nH]c(=O)c3cc(C(=O)NCCN4CCN(C)CC4)sc3c2c1	-7	-1	-4%	6%	2%	-2%	-17%	0.9	-4%
Cc1cccc(C)c1OCC(=O)N(Cc1cccs1)C1CCS(=O)(=O)C1 (configuration not stated)	-20	-3	-4%	1%	5%	-4%	?	-2.0	-6%
Cc1nn(C)cc1CNC(=O)c1cccc(F)c1	-10	-5	-1%	?	7%	7%	2%	1.2	-14%
CC(=O)Oc1cccc(/C=C2\Sc3ccccc3C2=O)c1	nt	-14	4%	10%	3%	2%	?	nt	6%
COc1ccc(NC(=O)C(Cc2ccccc2)NC(=O)c2ccco2)cc1OC (configuration not stated)	2	1	0%	-31%	-4%	-2%	11%	0.6	-5%
Cc1sc2ncnc(NCC(c3ccccc3)N(C)C)c2c1C (configuration not stated)	15	-7	-3%	4%	-9%	-5%	-6%	2.0	2%
COc1cccc(-c2noc(Cn3nc(C(=O)O)c4ccccc4c3=O)n2)c1	-3	-5	1%	-4%	1%	0%	-5%	-1.7	-3%
CCc1cccc2c(C(=O)CN3C(=O)NC4(CCc5ccccc54)C3=O)c[nH]c12 (configuration not stated)	-2	-5	-1%	25%	?	-25%	-6%	0.9	-6%
O=C(CCNc1ccc(F)cc1)c1cccc([N+](=O)[O-])c1	5	-4	0%	-24%	-5%	-6%	0%	-1.1	3%
NC(=O)CC(NC(=O)Cc1ccc(Cl)cc1)c1ccc(NCC2CC2)c([N+](=O)[O-])c1 (configuration not stated)	-3	0	-2%	-21%	-2%	-14%	?	0.4	-10%
Cc1[nH]c2ccccc2c1C(=O)C(=O)NCc1ccncc1	nt	3&-5	-3%	10%	2%	-3%	0%&5%	nt	1%
Cc1ccc(-c2nc(S(=O)(=O)c3ccc(Cl)cc3)c(N3CCCCC3)o2)cc1	nt	-1	0%	16%	-12%	1%	?	-0.1	5%
Cc1ccc(S(=O)(=O)NCC(=O)OC(C)C(=O)NC(=O)NC2CCCCC2)cc1C (configuration not stated)	-7	-5	-2%	-7%	4%	0%	15%	-0.5	-12%
COC(=O)CCC(=O)NC1CC(C)(C)Cc2c1cnn2-c1ccc(F)cc1 (configuration not stated)	-2	-1	-1%	18%	-2%	-5%	8%	0.9	11%
Cc1noc(C)c1C(=O)Nc1sc(C)c(-c2ccccc2)c1C#N	8	-4	-3%	-3%	2%	0%	-5%	-0.1	-9%
CCN1CCN(Cc2c(O)ccc3c(=O)c(Oc4ccccc4Cl)c(C(F)(F)F)oc23)CC1	nt	4	3%	6%	5%	4%	-18%	-0.3	-2%
S=C(c1ccc(-c2ccccc2)o1)N1CCCCC1	4	-3	-3%	?	-8%	1%	?	0.1	7%
COc1ccc(C(=O)CC(=O)C(=O)Nc2ccc(Cl)cc2)cc1	5	0	1%	-6%	-21%	0%	10%	0.4	8%
CCc1ccc(NC(=O)c2ccc(F)c(S(=O)(=O)NC3CCCCCC3)c2)cc1	nt	6	-4%	-7%	-5%	-5%	?	0.2	-1%
CCn1nnnc1NC(=O)c1cc(OC)c(OC)c(OC)c1	-9	-1	-5%	-23%	2%	3%	0%	-0.3	6%
O=C(O)[C@H](Cc1ccccc1)NC(=O)C(c1ccccc1)(c1ccccc1)c1ccccc1	-4	-7	-3%	?	4%	4%	-7%	-0.2	0%
O=C(/C(=C(\O)c1ccccc1)c1nc2ccccc2[nH]1)c1ccccc1	6	-10	-2%	1%	-10%	-21%	177%[activator]	-0.1	-20%
CS(=O)(=O)c1ccc(-c2csc(C(O)(c3ccccc3)C(F)(F)F)n2)cc1 (configuration not stated)	nt	0	0%	nt	nt	-5%	?	nt	nt
Cc1cc(N2CCCC2=O)cc(C)c1S(N)(=O)=O	3	4	-1%	4%	4%	-2%	11%	-0.9	10%
COc1ccc(C2=NS(=O)(=O)N(C)C(C(=O)NC3CCCC3)=C2)cc1OC	9	-1	-3%	0%	6%	2%	9%	-0.6	0%
CCOC(=O)c1ccc(-n2c(CCC(=O)O)ccc2-c2cccs2)cc1	nt	8	7%	?	-18%	2%	-28%	nt	18%
Cc1nnc(SCC(=O)N2CCN(c3ccccc3)CC2)n(N)c1=O	-1	-1	-1%	-3%	-8%	3%	2%	0.4	-6%
Cc1ccc(NC(=O)CSc2nnc(-c3cc(C)on3)o2)cc1	-6	-10	1%	-13%	3%	2%	-5%	2.4	-8%
COc1ccc(NC(=O)Cc2csc(COc3cccc(C)c3)n2)c(OC)c1	nt	1	-2%	15%	-1%	2%	?	-1.3	2%

mol	D2 antag	LDHA inh	GRP78 ERSR act	RGS4 inhibitor	Vif-APOBEC3F blk	Vif-APOBEC3G blk	ALOX12 inh	D2 ag	ERG-DNA inh
O=c1[nH]cc(C=NNc2ccccc2)c(=O)[nH]1	nt	1	0%	nt	nt	-9%	?	nt	nt
CCc1ccc(CN2CCCC(C(=O)Nc3ccccc3-c3ccc(OC)cc3)C2)o1 (configuration not stated)	-23	0	-5%	-22%	3%	5%	-1%	0.1	32µM*
O=C(Cn1c(=O)n(Cc2ccc(F)cc2)c(=O)c2ccccc21)NCC1CCCO1 (configuration not stated)	-13	-3	0%	-24%	2%	1%	4%	2.7	-7%
O=C(NCc1cccs1)C1CC(c2ccccc2O)=NO1 (configuration not stated)	-17	8	0%	9%	2%	-24%	11%	-0.6	nt
CCOC(=O)c1cc(C)n(CC2CCC(C(=O)Nc3cccc(Cl)c3)CC2)c1C (configuration not stated)	nt	-1	4%	2%	0%	2%	0%	0.1	5%
Cc1ccc(C(=O)Nc2cccc(C(=O)O)c2)cc1S(=O)(=O)N1CCOCC1	-5	-8	-10%	-3%	-7%	2%	1%[57.4 µM]	-0.1	nt
CC(CC(=O)N1CCN(c2ccccc2)CC1)S(=O)(=O)c1ccc2c(c1)NC(=O)CO2 (configuration not stated)	11	-2	-5%	52%[11.4 µM]	-11%	0%	0%	23	-5%
CCCN(C(=O)Cc1nc(N)n[nH]1)C1(C(=O)Nc2c(C)cccc2C)CCCCC1	-1	2	-1%	-6%	-5%	1%	-12%	-0.1	6%
O=C(Cc1n[nH]c(=O)[nH]c1=O)N/N=C/CCc1ccccc1	3	-6	-3%	-2%	-6%	-1%	-1%	0.8	3%

Record cards, as listed above. Values in the order: D2 antag | LDHA inh | GRP78 ERSR act | RGS4 inhibitor | Vif-APOBEC3F blk | Vif-APOBEC3G blk | ALOX12 inh | D2 ag | ERG-DNA inh
Record of CCn1nnnc1NC(=O)c1cc(OC)c(OC)c(OC)c1 : -9 | -1 | -5% | -23% | 2% | 3% | 0% | -0.3 | 6%
Record of Cc1ccc(C(=O)Nc2cccc(C(=O)O)c2)cc1S(=O)(=O)N1CCOCC1 : -5 | -8 | -10% | -3% | -7% | 2% | 1%[57.4 µM] | -0.1 | nt
Record of Cc1[nH]c2ccccc2c1C(=O)C(=O)NCc1ccncc1 : nt | 3&-5 | -3% | 10% | 2% | -3% | 0%&5% | nt | 1%
Record of COc1cccc(-c2noc(Cn3nc(C(=O)O)c4ccccc4c3=O)n2)c1 : -3 | -5 | 1% | -4% | 1% | 0% | -5% | -1.7 | -3%
Record of O=C(Cn1c(=O)n(Cc2ccc(F)cc2)c(=O)c2ccccc21)NCC1CCCO1 (configuration not stated) : -13 | -3 | 0% | -24% | 2% | 1% | 4% | 2.7 | -7%

This is a subset (hit frequency here may not be typical).
